Source: PubChem BioAssay
MITF inh: MITF inhibitors, primary screen, biochemical, AlphaScreen, human; Microphthalmia-associated transcription factor (Homo sapiens), O75030; AlphaScreen MITF homodimerization, bead proximity signal; inhibition, % at 2.6 µM; hit rate 0.91% among 650,000; AID 1259374, 2018; in the data active = inhibition above about 50%;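 also: 0% = vehicle wells with protein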
Target sequence (O75030 whole entry, looked up): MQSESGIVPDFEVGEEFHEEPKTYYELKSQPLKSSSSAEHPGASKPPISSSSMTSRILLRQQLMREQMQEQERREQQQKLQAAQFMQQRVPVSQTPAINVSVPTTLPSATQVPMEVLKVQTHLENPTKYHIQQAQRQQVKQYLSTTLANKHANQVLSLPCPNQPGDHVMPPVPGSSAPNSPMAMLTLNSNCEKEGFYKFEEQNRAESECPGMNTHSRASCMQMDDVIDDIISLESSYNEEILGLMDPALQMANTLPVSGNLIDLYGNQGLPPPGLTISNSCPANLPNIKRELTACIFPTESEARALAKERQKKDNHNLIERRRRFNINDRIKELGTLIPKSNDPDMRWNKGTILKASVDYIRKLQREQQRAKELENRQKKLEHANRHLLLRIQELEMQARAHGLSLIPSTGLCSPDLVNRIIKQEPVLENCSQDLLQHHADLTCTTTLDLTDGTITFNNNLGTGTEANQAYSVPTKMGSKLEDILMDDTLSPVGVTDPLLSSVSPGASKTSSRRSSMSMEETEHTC
FBW7 act: FBW7 E3 ligase activators, primary screen, biochemical, AlphaScreen, human. F-box/WD repeat-containing protein 7 (Homo sapiens), Q969H0. normalized activity (activation), % at 26.1 µM. AlphaScreen FBW7–phospho-cyclin E peptide binding, activator screen. AID 1259310, 2017. hit rate 0.13% among 650,000; in the data active = normalized activity above about 1.9%;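 also: purified mutant Fbw7 with reduced substrate affinity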
GPR151 ag: activators of human GPR151, primary screen, cell-based, PathHunter beta-arrestin, luminescence; PathHunter beta-arrestin GPR151 cells; hit rate 1% among 650,000; G-protein coupled receptor 151 (Homo sapiens), Q8TDV0; activation, % at 11.2 µM; in the data active = activation above about 4.9%;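 also: 0% = median of compound wells and 100% = cells with positive control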
Target sequence (Q8TDV0 whole entry, looked up): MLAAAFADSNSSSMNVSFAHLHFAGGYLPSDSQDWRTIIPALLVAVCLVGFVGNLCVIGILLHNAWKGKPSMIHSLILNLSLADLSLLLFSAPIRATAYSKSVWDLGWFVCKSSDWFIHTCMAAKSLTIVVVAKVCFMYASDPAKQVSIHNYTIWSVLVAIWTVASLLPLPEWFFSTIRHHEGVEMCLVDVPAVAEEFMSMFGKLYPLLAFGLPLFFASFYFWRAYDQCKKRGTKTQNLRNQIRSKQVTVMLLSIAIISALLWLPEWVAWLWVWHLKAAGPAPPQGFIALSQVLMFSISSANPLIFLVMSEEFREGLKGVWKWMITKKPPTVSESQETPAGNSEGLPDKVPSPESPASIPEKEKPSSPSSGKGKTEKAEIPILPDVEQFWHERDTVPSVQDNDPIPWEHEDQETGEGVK
TEAD-YAP block: TEAD-YAP interaction inhibition, primary screen, TEAD-YAP interaction inhibitor project, luminescence, HEK-TIYL cells; inhibition, % at 9.12 µM; AID 1259422, 2018; hit rate 1.4% among 640,000; TEAD-Gal4/YAP UAS-luciferase luminescence; in the data active = inhibition above about 32%;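 also: 0% = median of test compound wells and 100% = reference inhibitor wells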
* marks the source's active call; other numbers are inactive results; . = not tested or not shown; & = joins results of further samples.

SMILES	MITF inh	FBW7 act	GPR151 ag	TEAD-YAP block
Cn1cc(C2=C(c3cn(CCCN)c4ccccc34)C(=O)NC2=O)c2ccccc21	-4	.	-2.7	.
CCCCn1nnnc1SCC(=O)NCc1ccc2c(c1)OCO2	18	0.0	0.7	8
Cc1cc(NC(=O)CSc2nnc(-c3ccc(Cl)cc3)c(-c3ccc(Cl)cc3)n2)ccc1Cl	-8	-0.1	-0.8	21
Nc1ncc(-c2ccc(F)cc2)nc1NCCCO	24	0.9	-1.2	1
c1ccc(Nc2ncnc3[nH]ncc23)cc1	5	-0.1	0.1	-1
COC(=O)c1ccc(NC(=O)CSc2nc3cccnc3n2C)cc1	-1	0.0	-0.3	10
C=CCc1cccc2cc(C(=O)Nc3ccc(C)c(Cl)c3)c(=O)oc12	-4	0.2	-0.9	2
COc1cc(Nc2ccnc(NCc3cccnc3)n2)cc(OC)c1OC	8	-0.1	2.8	16
COc1cc2c(cc1OC)C(C)N(C(=S)Nc1ccccc1)CC2 (stereo unspecified)	8	0.4	0.8	3
CN1C(=O)N(CC(=O)Nc2ccc3c(c2)OCO3)c2cccnc2N1C	3	-0.1	-1.6	6
COc1ccc(C2/C(=C(/O)c3ccccc3)C(=O)C(=O)N2CCC(=O)O)c(OC)c1 (stereo unspecified)	13	0.4	-2.1	4
Nc1c(C(=O)Nc2ccccc2F)sc2nc(-c3cccs3)cc(C(F)(F)F)c12	-7	0.1	-0.3	0
N#C/C(=C\c1ccc2c(c1)OCO2)C(=O)OCC(=O)NC1CCCCCC1	-7	0.2	1.5	8
CC1CCCC(NC(=O)CCCCCn2nnc3ccccc3c2=O)C1C (stereo unspecified)	16	0.0	0.3	2
COc1cccc(-c2ccc(SCC(=O)Nc3cc(Cl)ccc3OC)nn2)c1	-8	0.0	-0.7	5
Cc1cc(/C=C2/C=CC(=O)O2)oc1C	75*	0.4	-1.7	7
COc1ccccc1OCCCOc1ccc(/C=C2\SC(=O)NC2=O)cc1OC	10	0.1	2.4	0
CC(C)C(=O)NCC1CCC2(CCN(Cc3c(F)cccc3Cl)CC2)O1 (stereo unspecified)	10	0.1	2.0	8
O=C(Nc1ccc(S(=O)(=O)NCc2ccccc2)cc1)N1CCCC1	1	0.0	7.0*	1
CCOCCOC(=O)C1=C(C)NC2=C(C(=O)CC(c3ccc(Cl)cc3)C2)C1c1ccc(OC)cc1OC (stereo unspecified)	-10	0.0	0.5	13
Cn1c(=O)n(C)c2cc(NS(=O)(=O)c3cccs3)ccc21	-3	-0.2	0.8	-7
O=C1CCC(OC(=O)c2ccccc2)CC1	3	-0.2	-0.2	7
CC(C)COc1ccc(C(=O)N/C(=C\c2ccc(Cl)cc2)C(=O)NCCO)cc1	9	0.2	1.9	6
COC(=O)C(C)Oc1ccc2c(=O)c(Oc3ccccc3)c(C)oc2c1 (stereo unspecified)	12	-0.2	2.3	5
NC(=O)c1cnn(-c2ccccc2)c1NC(=O)CSc1nc2ccc([N+](=O)[O-])cc2[nH]1	5	0.0	0.8	5
CCOC(=O)C1CCCCN1S(=O)(=O)c1ccc2[nH]c(=O)ccc2c1 (stereo unspecified)	2	0.1	0.2	8
CCCOc1ccc(C2C(C(=O)OCC)=C(C)NC3=C2C(=O)C(C(=O)OC)C(C)C3)cc1 (stereo unspecified)	-10	0.2	0.2	-5
Cc1cc2c(cc1S(=O)(=O)Nc1cccnc1)OCCN2C	-3	-0.3	0.1	-15
CCc1ccccc1NC(=O)c1ccoc1C	2	-0.1	0.7	-1
CCOc1cc(C2C3=C(CCCC3=O)NC3=C2C(=O)CCC3)cc(Cl)c1O	-5	-0.2	-0.9	6
COc1ccccc1/C=C/C(=O)NC1CCCCC1	3	-0.5	1.7	-39
CC(C(=O)O)c1ccc2c(c1)[nH]c1ccc(Cl)cc12 (stereo unspecified)	21&7	-0.1&0.2	-1.2&-0.3	-8
COc1ccc(CN2CCC(O)CC2)c(C)c1C	19	-0.1	-0.3	10
COC(=O)/C(=C/c1ccccc1)NC(=O)c1ccc(Br)o1	3	0.4	-1.1	-2
COc1ccc(NC(=S)NC23CN4CN(CN(C4)C2)C3)cc1	14	0.2	0.5	-1
COc1cc2nc(Nc3ccccn3)nc(Nc3ccc(N4CCOCC4)cc3)c2cc1OC	-3	-0.1	1.6	-4
O=C(CN1C(=O)c2ccccc2S1(=O)=O)N1CCCCCC1	9	0.6	-1.2	-22
Cc1ccc(S(=O)(=O)N(C)c2cc(S(=O)(=O)N3CCOCC3)c(C)cc2C)cc1	0	-0.2	-1.8	-6
C=CCc1ccccc1OCCOc1ccccc1/C=N/n1cnnc1	10	0.2	-0.3	-6
COC(=O)C(C)Oc1ccc(-c2ccccc2)cc1 (stereo unspecified)	2	0.0	-0.9	4
COc1ccc(N=Cc2ccccc2I)cn1	5	0.0	0.6	-1
Cc1cc(C)c2c(n1)sc1c(Cl)ncnc12	-3	-0.1	-0.4	0
CC(=O)Nc1cc(CNC2C3CC4CC(C3)CC2C4)cc(C(=O)N2CCN(C)CC2)c1 (stereo unspecified)	7	0.3	-1.7	-1
COC(F)(C(=O)Nc1ccc(C(=O)O)c([N+](=O)[O-])c1)C(F)(F)F (stereo unspecified)	-5	0.0	-0.7	-1
Cc1ccc(-c2ncn(-c3ccc(Nc4cc(-n5cnc(Nc6ccccc6)n5)c(F)cn4)cc3)n2)cn1	91*	0.2	-0.7	-4
COc1cccc(-c2cc3nc(C)cc(NCC4CC4)n3n2)c1	-7	-0.1	-0.2	-7
O=C(NC1CC1)c1ncoc1-c1ccc(F)cc1	-12	0.0	-0.3	-7
Cn1c(C(=O)Nc2cccc(Cl)c2)cc2c(=O)n3ccccc3nc21	3	1.1	-1.7	-12
Cc1c(Cl)cccc1N1C(=O)CC(Sc2nc3ccccc3s2)C1=O (stereo unspecified)	3	0.0	-0.1	-4
COc1ccc(C2C(C(=O)NCC3CCCO3)c3cc(OC)c(OC)cc3C(=O)N2C)cc1OC (stereo unspecified)	0	0.0	-0.6	11
N#CC1=C(N)N(c2ccc(C(N)=O)cc2)C2=C(CCC2)C1(C(F)(F)F)C(F)(F)F	-7	0.2	0.3	13
COc1cc(OC)cc(C(=O)NC(=S)Nc2ccccc2C(=O)O)c1	-11	0.0	-2.2	2
Cc1c(C(=O)N2CCN(Cc3ccccc3)CC2)sc2ncnc(N3CCN(c4ccccc4)CC3)c12	0	-0.5	-1.7	22
O=C(CC[n+]1cccc(/C=N/O)c1)NCc1ccccc1	2	0.1	0.8	0
Nc1nnc(SCC(=O)NCC(=O)Nc2ccc(F)c(F)c2F)s1	5	-0.1	0.7	8
COc1ccc2ccccc2c1CN1CCc2nncn2CC1	13	-0.1	1.9	-6
O=c1c2sccc2nc(SCc2cccc(F)c2)n1C1CCCCC1	16	0.2	3.1	1
Cc1cc(C)n2nc(SC(C)C(=O)NCc3cccs3)nc2n1 (stereo unspecified)	10	0.0	0.5	-1
O=C(CNC(=O)c1cccc(F)c1)N/N=C/c1ccc([N+](=O)[O-])o1	14	0.0	0.6	22
CCOC(=O)C1CCCN(Cc2ccccc2Br)C1 (stereo unspecified)	36	-0.1	-0.7	13

(listing goes on)
SMILES	MITF inh	FBW7 act	GPR151 ag	TEAD-YAP block
COC(=O)c1cc(S(=O)(=O)N2CCN(c3ccc(OC)cc3)CC2)c[nH]1	-5	0.0	0.7	-6
COC(=O)C(=C/C(C)=C/N1CCCCC1)C(=O)OC	0	0.1	-0.1	-2
COc1cccc(CNC(=O)c2c(-c3ccccc3)c3ccc(-c4cn[nH]c4)nc3n2-c2ccccc2)c1	13	-0.2	-1.0	28
COc1ccc(-n2nc3ccc(NC(=O)c4ccc5ccccc5c4)cc3n2)cc1	3	-0.1	0.2	1
CC(C)C12C=CC(C)(CC1)C1C(=O)N(c3ccccc3)C(=O)C12 (stereo unspecified)	-1	0.0	4.4	-8
Cc1ccc(-n2c(-c3ccc(Br)cc3)cc3c2CC(C)(C)CC3=O)c(C)c1	7	-0.1	0.0	-8
N#C/C(=C\c1ccc(OCCOc2ccccc2)cc1)C(=O)NCC1CCCO1 (stereo unspecified)	-16	-0.1	-0.6	15
CCOc1ccc(C2=NN3C(C2)c2cc(Cl)ccc2OC3c2cccc(Cl)c2)cc1 (stereo unspecified)	10	0.1	0.4	-17
COCC(=O)Nc1ccccc1C(=O)NCc1ccccc1	15	0.6	-1.4	4
CNc1nc(OC)nc(Oc2ccc(C(=O)OC)cc2)n1	10	0.1	0.1	-6
CCOC(=O)c1cnc(-c2ccccc2)nc1Nc1ccc(C)cc1	8	0.2	0.1	7
COCCCNC(=O)C1CCC(=O)N(c2ccc(OC)cc2)C1c1ccc(F)cc1 (stereo unspecified)	2	0.1	-1.0	-7
CCN(CCCNS(=O)(=O)c1cccc2cccnc12)c1ccccc1	4	-0.1	1.1	6
CC1CCc2c(oc3ccc(NS(=O)(=O)c4ccc(C(C)(C)C)cc4)cc23)C1 (stereo unspecified)	3	0.0	0.1	-2
NC(C(=O)N1CCN(C(=O)c2ccc3[nH]ncc3c2)CC1)c1ccc(Br)cc1 (stereo unspecified)	9	-0.1	1.1	3
CSc1ccc(C2C(C(=O)Nc3cccc(C(F)(F)F)c3)=C(C)NC3=C2C(=O)CC(c2ccccc2)C3)cc1 (stereo unspecified)	18	0.9	2.3	-17
O=C(CSc1cn(CC(=O)N2CCCC2)c2ccccc12)Nc1ccc(F)cc1F	-15	0.2	0.6	4
Fc1cccc(Cl)c1CSc1ccc(-c2ccncc2)nn1	-3	0.0	0.8	-21
CC(C)c1ccccc1NC(=O)CN(c1ccc2c(c1)OCCO2)S(C)(=O)=O	3	0.0	0.3	8
c1ccn2cc(-c3ccc4c(c3)OCCO4)cc2c1	20	1.7	-0.8	4
COC(=O)CCS(=O)(=O)c1ccc(-c2ccc(S(=O)(=O)CCC(=O)OC)cc2)cc1	-3	-0.1	0.4	-2
C=CS(=O)c1sc(Cl)c(N2CCOCC2)c1[N+](=O)[O-] (stereo unspecified)	1	0.1	0.0	17
Cc1ccc2oc(=O)c3cnn(CC(=O)Nc4ncccc4C)c3c2c1	-1	0.7	1.2	8
Cc1ccc(S(=O)(=O)N2CCN(c3nc4ccccc4[nH]3)CC2)c(C)c1	11	0.2	2.4	4
O=C1NC(=O)c2cc(NS(=O)(=O)c3cccs3)ccc21	-3	-0.1	-0.4	-4
Cc1ccc(-n2nnnc2SCC(=O)NC2CCCC2)c(C)c1	2	0.0	0.4	-3
CCOC(=O)c1[nH]c(C)c(CN(C2CCCCC2)S(C)(=O)=O)c1C	5	0.0	-0.1	52*
C=CCn1c(SCC(=O)Nc2ccc(C(N)=O)cc2)nnc1-c1ccccc1OC	1	-0.1	-1.7	-2
CCNc1nc(C)cc(NCCOc2ccccc2)n1	5	-0.2	0.8	4
Cc1nc2scc(C)n2c1C(=O)NCC(C)C	8	0.0	-0.3	-9
CC(=O)c1c(C)oc2ccc(N(C(=O)c3ccc(C)cc3)S(=O)(=O)c3ccc(Cl)c([N+](=O)[O-])c3)cc12	1	0.2	0.2	-6
CCC(=O)Nc1cccc(NC(=O)COc2ccccc2C)c1	-17	-0.4	0.0	-23
CCCCCOC(=O)Cc1nc2sc3c(c2c(=O)n1Cc1ccccc1)CCCC3	19	1.3	2.3	1
Brc1cccc(CN2CCN(Cc3ccco3)CC2)c1	81*	-0.1	1.7	-3
CCN(CC)S(=O)(=O)c1ccc(N/N=C/c2c(O)ccc3ccccc23)c([N+](=O)[O-])c1	10	0.1	-0.6	7
COc1ccc(/C=N/NC(=O)Cc2n[nH]c(=O)[nH]c2=O)c(OC)c1	-1	0.0	0.8	0
CCOc1ccc(CN2CCN(Cc3ccccc3O)CC2CCO)cc1 (stereo unspecified)	9	-0.1	3.3	-2
CCCC12CN3CC(C)(CN(C1)C3c1ccccc1)C2=O (stereo unspecified)	-1	-0.2	-1.1	4
